Screening results (PubChem BioAssay)
CBFb-RUNX1 inh – inhibitors of human CBF-beta and RUNX1 interaction | Q01196+Q13951 | AlphaScreen CBFb-His/RUNX1-biotin binding, biochemical | Potency, µM (highest dose often 59.8 µM), for the others: at the highest dose activity, negative = inhibition, usual class: inhibitors | 230,000 tested, under 10 active | AID 1477; further: % of control where 0% means no effect
Target sequence (Q01196 whole entry, looked up): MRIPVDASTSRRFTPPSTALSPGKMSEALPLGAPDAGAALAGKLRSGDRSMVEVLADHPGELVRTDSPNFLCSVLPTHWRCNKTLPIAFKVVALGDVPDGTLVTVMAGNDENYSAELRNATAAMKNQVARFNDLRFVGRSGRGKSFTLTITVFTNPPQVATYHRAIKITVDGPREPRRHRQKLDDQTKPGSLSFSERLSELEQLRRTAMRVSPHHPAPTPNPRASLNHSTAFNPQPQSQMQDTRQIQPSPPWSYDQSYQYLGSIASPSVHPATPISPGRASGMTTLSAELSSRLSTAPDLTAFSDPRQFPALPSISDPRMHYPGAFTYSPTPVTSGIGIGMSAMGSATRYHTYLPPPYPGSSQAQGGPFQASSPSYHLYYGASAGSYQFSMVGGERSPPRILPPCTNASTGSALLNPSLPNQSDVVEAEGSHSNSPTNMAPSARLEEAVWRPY
Target sequence (Q13951 whole entry, looked up): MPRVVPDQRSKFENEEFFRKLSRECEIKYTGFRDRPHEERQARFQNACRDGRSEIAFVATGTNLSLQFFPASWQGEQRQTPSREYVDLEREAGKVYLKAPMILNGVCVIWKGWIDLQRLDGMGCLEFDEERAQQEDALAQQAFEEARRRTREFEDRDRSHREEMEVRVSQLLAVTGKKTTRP
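His-tagged CBF-beta and biotinylated RUNX1 (30 nM each) were premixed 20 min at room temperature, exposed to compound for 15 min, then given nickel-chelate and streptavidin AlphaScreen beads (50 ng each). After 90 min, AlphaScreen signal was read.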
HTT ATP protect – cytoprotection in Huntington HTT-Q103 PC12 cell model | PC12 HTT-Q103 induced, cytoprotection, ATP luminescence, 40 h | Potency, µM (highest dose often 56.4 µM), for the others: cytoprotection (ATP increase), usual class: activators | actives 0.14% (n = 230,000) | AID 1471;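 further: potency means the concentration at half of the fitted maximal effect; % of control where 0% means no effect; nearly all actives have a fitted effect of over 45% in size; toxic huntingtin expression switched on by the ecdysone agonist tebufenozide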
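Readout: ATPlite luminescence (ATP level). Model: stable PC12, inducible Htt exon1 Q103-GFP. Inducer: tebufenozide, 100 nM final. Compounds: dose series. No G418 in medium.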
HttQ103 aggreg – inhibitors of mutant huntingtin aggregate formation in PC12 cells. PC12 HttQ103-GFP aggregates, Acumen cytometry, 40 h. actives 1.1% (n = 220,000). Potency, µM (highest dose often 46.1 µM), inactives show at the top dose activity change, negative = inhibition, usual class: inhibitors; further: potency means the concentration at half of the fitted maximal effect; on the % scale 0 is the no-effect control and ±100 the full control effect; nearly all actives have a fitted effect of over 60% in size
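PC12/HTTQ103-GFP, ecdysone-inducible; teb 100 nM; cpd qHTS titration; GFP aggregates read on laser cytometer, Ex 488/Em 500-530 nm.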
SMN2 splice up – enhancers of SMN2 splice variant expression; HEK293 SMN2-luciferase splicing reporter, luminescence, 30-36 h; Potency, µM (titrated, usually from 46.1 µM), inactives show at the top dose activity change, positive = activation, most hits filed as activators; actives 2.8% (n = 210,000); AID 1458; further: potency means the concentration at half of the fitted maximal effect; % of control where 0% means no effect; nearly all actives have a fitted effect of over 55% in size
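HEK293 cells carry an SMN2 minigene-luciferase reporter in which exon 7 inclusion puts luciferase in frame. Cells were seeded at 2000 cells/well, attached for 10-12 hours, then exposed to compounds for 30-36 hours at 37C before ONE-Glo luminescence.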
IMPase Li cell – membrane-permeable IMPase blocker, potentiated with lithium; CHO-M1 cells, IP1 TR-FRET (IP-One), carbachol + lithium; Potency, µM (highest dose often 59.4 µM), for the others: at the highest dose activity, negative = IMPase inhibition, usual class: inhibitors; actives 0.35% (n = 210,000); AID 1457;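 further: IP1 builds up when IMPase is blocked and the TR-FRET signal falls; potency means the concentration at half of the fitted maximal effect; plate controls were basal vehicle for no effect and high inhibitor control for full effect; nearly all actives have a fitted effect of over 50% in size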
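Steps: plate 2000 CHO-M1 cells per well and culture 16–30 h; add compound and lithium; incubate 30 min, 37C; add d2-IP1 tracer and Eu cryptate anti-IP1 antibody in lysis buffer; read after 10 min at room temperature.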
Luc counter – blocks Kinase-Glo luciferase, a counter-screen artifact | Q27757 | Kinase-Glo luciferase, ATP luminescence, 8 min | Potency, µM (series often up to 38.3 µM), inactives show at the highest dose activity change, negative = inhibition, usual class: inhibitors | actives 0.28% (n = 200,000) | AID 1379; further: potency means the concentration at half of the fitted maximal effect; on the % scale 0 is the no-effect control and ±100 the full control effect; nearly all actives have a fitted effect of over 60% in size
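Light output from Kinase-Glo luciferase with luciferin and 10 uM ATP in 50 mM imidazole pH 7.2, KCl, MgCl2, Tween 20, BSA; compound pin-delivered, 8-min ambient incubation, then luminescence read.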
LMNA splice mod – modulators of lamin A splicing; HeLa LMNA splicing GFP/RFP minigene ratio, 48 h; Potency, µM (doses to about 46.1 µM), for the others: at the highest dose ratio change, negative = inhibition, most hits filed as inhibitors; actives 0.01% (n = 200,000); AID 1487; active means well fitted inhibition curve with a large enough effect in the signal ratio, with a control signal flat, not every such curve was filed as active; inconclusive means small, poorly fitted or top-dose-only effect, or effect the other way, or a change in a side signal; the % refers to the signal ratio; further: potency means the concentration at half of the fitted maximal effect; on the % scale 0 is the no-effect control and ±100 the full control effect
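Read-out is the ratio of GFP to DsRed2 object intensity, acquired by 488 nm laser-scanning cytometry on HeLa lamin A-EGFP minigene reporter cells. Compound incubation 48 hrs at 37 °C in Opti-MEM with 2% FBS; DMSO 0.5% final.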
Starred values were filed as active, the others as inactive; ? = inconclusive; nt = no result given; [ ] = remark or other dose. Unless noted, the call rests on the fitted dose curve; in most records, active means well fitted curve in the direction sought with a large enough effect; inconclusive means small, poorly fitted or top-dose-only effect, or another doubt; inactive means no such curve, though single readings can be large; an effect the other way counts as inactive or inconclusive. Compounds as they come. About 4% of those tested had a hit in this group.

No.	SMILES	CBFb-RUNX1 inh	HTT ATP protect	HttQ103 aggreg	SMN2 splice up	IMPase Li cell	Luc counter	LMNA splice mod
1	C=CCNC(=O)c1ccccc1NC(=O)c1ccc(Cl)c(S(=O)(=O)Nc2cccc(C)c2C)c1	-3%	-13%[10 µM]	-8%	-13%	-4%	-1%	?
2	COc1ccc(Cl)cc1-n1c(=S)sc2c(=O)[nH]c(SCC(=O)NCC3CCCO3)nc21 (stereo not given)	4%	-23%	7%	nt	nt	nt	5%
3	CC(=O)Nc1ccc(NC(=O)Nc2ccccc2C)cc1	2%	-1%[10 µM]	2%[9.22 µM]	nt	0%	-10%	?
4	Cc1ccc2cc(CCNC(=O)Cc3cccs3)c(=O)[nH]c2c1	14%[2.36 µM]	nt	-10%	?	-3%	-1%	4%
5	CC(=O)C1=C(C)NC(=O)NC1c1ccc(OC2CCCC2)cc1 (stereo not given)	11%	-31%	-2%	-11%	21%[38.3 µM]	-1%	-5%
6	CCOC(=O)CCc1c(C)nc(SCCCn2c(=O)[nH]c3ccccc32)c(C#N)c1C	6%	0%[0.074 µM]	-15%	-27%	20%[38.3 µM]	4%	-6%
7	COCc1nnc(NC(=O)c2ccc(S(=O)(=O)N3CCCc4ccccc43)cc2)o1	-21%	-134%[inhibitor]	?	-33%[inhibitor]	-2%	0%	nt
8	N#Cc1c2n(c3c(=O)n(Cc4ccccc4)cnc13)CCCC2	4%	-6%[0.074 µM]	?	6%	18%[38.3 µM]	-2%	16%
9	COc1cc(C(=O)Nc2c(C)cc(C)cc2C)c([N+](=O)[O-])cc1OC	-7%	24%[10 µM]	-9%	-5%	-4%	1%	7%
10	O=C(CCNS(=O)(=O)c1ccc(Cl)cc1)OCC(=O)c1ccc[nH]1	-3%	17%[10 µM]	-4%[9.22 µM]	nt	nt	nt	nt

Shown with two lines to a compound: part of the list above
Screens in order – CBFb-RUNX1 inh	HTT ATP protect	HttQ103 aggreg	SMN2 splice up	IMPase Li cell	Luc counter	LMNA splice mod
2. COc1ccc(Cl)cc1-n1c(=S)sc2c(=O)[nH]c(SCC(=O)NCC3CCCO3)nc21 (stereo not given)
 : 4%	-23%	7%	nt	nt	nt	5%
6. CCOC(=O)CCc1c(C)nc(SCCCn2c(=O)[nH]c3ccccc32)c(C#N)c1C
 : 6%	0%[0.074 µM]	-15%	-27%	20%[38.3 µM]	4%	-6%

Carrying on.
No.	SMILES	CBFb-RUNX1 inh	HTT ATP protect	HttQ103 aggreg	SMN2 splice up	IMPase Li cell	Luc counter	LMNA splice mod
11	COc1ccccc1/C=C/C(=O)NCC(=O)N/N=C/c1cc(Br)ccc1OC	-1%	30%	?	-19%	23%[38.3 µM]	-4%	?
12	Cc1c(C(=O)N2CCOCC2)[nH]c2ccc(OCc3ccccc3)cc12	1%	-7%[10 µM]	?	-2%	26%[38.3 µM]	-4%	?
13	CCOC(=O)c1c(NC(=O)COC(=O)CCS(=O)(=O)c2ccc(C)cc2)sc(C)c1C	9%	7%[10 µM]	16%	1%	5%	1%	-20%
14	O=C(CCN1C(=O)c2cccc3cccc(c23)C1=O)N1CCN(Cc2ccc3c(c2)OCO3)CC1	4%	-20%	-12%	-23%	4%[38.3 µM]	1%	10%
15	C=CCNC(=S)NNC(=O)c1csc(C)c1C	-9%	-1%[10 µM]	-3%	-7%	-1%	-2%	-12%
16	COc1ccccc1Nc1ccc(C(=O)O)cc1[N+](=O)[O-]	-7%	-11%	-18%	-17%	5%	-6%	nt
17	CC(C)n1nc(C(=O)OCn2nnc3ccccc3c2=O)c2ccccc2c1=O	0%	26%[10 µM]	4%	7%	22%	5%	-8%
18	C/C(=N\NC(=O)c1cnccn1)c1ccc([N+](=O)[O-])cc1	4%	7%[10 µM]	6%[9.22 µM]	nt	nt	nt	nt
19	O=C(Cn1cncn1)NCCCc1ccccc1	-18%	2%[10 µM]	7%	12%	7%	4%	17%[46 µM]
20	CC(C)C(=O)n1nc(-c2cccnc2)nc1NCc1cccs1	-4%	?	-3%	nt	24%	nt	nt

Of the compounds above, these have a cyano group:
No.	SMILES	CBFb-RUNX1 inh	HTT ATP protect	HttQ103 aggreg	SMN2 splice up	IMPase Li cell	Luc counter	LMNA splice mod
6	CCOC(=O)CCc1c(C)nc(SCCCn2c(=O)[nH]c3ccccc32)c(C#N)c1C	6%	0%[0.074 µM]	-15%	-27%	20%[38.3 µM]	4%	-6%
8	N#Cc1c2n(c3c(=O)n(Cc4ccccc4)cnc13)CCCC2	4%	-6%[0.074 µM]	?	6%	18%[38.3 µM]	-2%	16%

Next entries follow.
No.	SMILES	CBFb-RUNX1 inh	HTT ATP protect	HttQ103 aggreg	SMN2 splice up	IMPase Li cell	Luc counter	LMNA splice mod
21	Cc1nc(NC2=NC(C(=O)Nc3ccc(Cl)cc3)CC(=O)N2)nc2ccccc12 (stereo not given)	3%	-13%	-2%	8%	-7%[38.3 µM]	-1%	-1%[0.0737 µM]
22	Nc1nnc(-c2ccc(Cl)cc2)o1	20%	3%[10 µM]	-3%[9.22 µM]	nt	nt	nt	nt
23	O=c1oc(Nc2cccc(F)c2)nc2ccccc12	-4%	-20%	4%	?	5%[38.3 µM]	0%	1%
24	CC(C)(C)Cn1nc(-c2ccc(Cl)cc2)c2c(N)ncnc21	2%[21.7 µM]	-36%[inhibitor]	nt	nt	-3%	0%	nt
25	CCc1ccc(C(=O)NNc2cc(Cl)ccc2Cl)cc1	3%	20%[10 µM]	13%[9.22 µM]	nt	nt	nt	nt
26	CCn1c(=O)c(C(=O)Nc2ccccn2)c(O)c2ccccc21	4%	-2%[10 µM]	-19%[9.22 µM]	4%	13%	0%	0%[46 µM]
27	CC1(C)Cc2c(sc3c2c(=N)n(Cc2ccco2)c(=O)n3CC(=O)Nc2ccccc2)CO1	-10%	-10%	11%	?	47%[activator][38.3 µM]	-5%	10%
28	O=C(c1cc2c(s1)CCC2)N1C(=O)c2ccccc2S1(=O)=O	8%	-15%	7%	-4%	-28%[38.3 µM]	14%	3%
29	Cc1cc(C)c(NC(=O)OCCN2CCOCC2)c(C)c1	11%	4%	7%	-4%	-6%[38.3 µM]	-4%	-4%
30	CCn1c2ccccc2c2cc(C3C(C#N)=C(C)NC(C)=C3C#N)ccc21	0%	-10%	4%	-11%	?	0%	0%

Other results.
No.	SMILES	CBFb-RUNX1 inh	HTT ATP protect	HttQ103 aggreg	SMN2 splice up	IMPase Li cell	Luc counter	LMNA splice mod
31	COc1ccc(/C=N/OCC(=O)NCC(C)C)c(OC)c1	2%	-26%	-1%	2%	3%	2%	nt
32	Cc1cc(-c2nnc(-c3cc4ccccc4oc3=O)o2)c(C)n1-c1ccccc1	-3%	-43%[inhibitor][0.074 µM]	3%	-6%	12%[38.3 µM]	-3%	?
33	O=C(NCc1cccs1)C1CCCN1C(=O)Nc1cccc(Cl)c1 (stereo not given)	19%	-5%	31%	1%	-2%	1%	28%[46 µM]
34	CCOc1cc(/C=C/c2cc(C(F)(F)F)[nH]c(=O)n2)ccc1O	5%	32%[10 µM]	10%[9.22 µM]	nt	4%	1%	nt
35	Cc1ccc2c(c1)c1c(n2CC(O)Cn2c(C)nc3ccccc32)CCCC1 (stereo not given)	-12%	-77%[inhibitor]	27%	-8%	11%[38.3 µM]	-5%	?
36	CCOC(=O)c1c(NC(=O)N/N=C/c2ccc(O)c(OC)c2)sc(C(C)=O)c1C	5%	3%[10 µM]	-25%[9.22 µM]	nt	nt	nt	nt
37	CS(=O)(=O)N1CCC(C(=O)N2CCN(c3ccccc3)CC2)CC1	4%	-12%	12%	-15%	-5%	-2%	nt
38	Cc1cc(N=Nc2ccc(C)c(N=Nc3cc(C)c(N)cc3N)c2)c(N)cc1N	-27%	-26%[10 µM]	-13%[9.22 µM]	nt	nt	nt	nt
39	COc1ccc(-c2nc3c4c(ncn3n2)-c2ccccc2CC42CCCC2)cc1	-3%	3%[10 µM]	-12%	-31%[inhibitor]	3%	0%	-2%
40	C=CCNC(=O)Nc1ccc(Cl)cn1	-15%	nt	5%	2%	-5%	0%	2%

(next part)
No.	SMILES	CBFb-RUNX1 inh	HTT ATP protect	HttQ103 aggreg	SMN2 splice up	IMPase Li cell	Luc counter	LMNA splice mod
41	COc1nc(Nc2ccc([N+](=O)[O-])cc2)nc(NC2CCCCC2)n1	-20%	-55%[inhibitor]	?	-3%	13%	-9%	nt
42	Cc1ccc2c(c1)c1c3n2CCCN(Cc2ccccc2)C3CCC1 (stereo not given)	3%	-20%	5%	11%	34%[38.3 µM]	17%	?
43	CC[C@H](c1ccc(O)cc1)[C@@H](CC)c1ccc(O)cc1	4%[21.7 µM]	?	2%[20.6 µM]	-15%[20.6 µM]	16%	-1%[17.1 µM]	?
44	Cn1c(=O)c2c(ncn2CCSS(=O)(=O)O)n(C)c1=O	nt	8%[10 µM]	nt	-7%[9.22 µM]	-4%	0%[7.66 µM]	nt
45	Cc1c(NC(=O)NC(=O)c2ccc(F)cc2)c(=O)n(-c2ccccc2)n1C	-1%	-14%	1%	-15%	-5%[38.3 µM]	-4%	-2%
46	O=c1[nH]c2c(Br)cnc([N+](=O)[O-])c2[nH]1	11%	-9%[10 µM]	-7%[9.22 µM]	nt	nt	nt	nt
47	COc1ccc(CC(=O)Nc2ccc(-c3csc(C)n3)cc2)cc1	0%	12%	16%	nt	27%[38.3 µM]	-4%	-10%
48	O=C1C2=C(Nc3cc([N+](=O)[O-])ccc3N2)O[C@@H]1c1c[nH]c2ccc(COc3ccccc3)cc12	nt	-11%[10 µM]	nt	-4%[9.22 µM]	22%	-4%[7.66 µM]	nt
49	COC(=O)C(N)Cc1ccc(OC)c([N+](=O)[O-])c1 (stereo not given)	13%	10%[10 µM]	0%[9.22 µM]	nt	nt	nt	nt
50	COC(=O)N1CCN(c2ccc(C)c(C)c2)CC1	7%	?	-4%	-6%	12%	-1%	nt
51	CC(C)(C)c1nc2c(C#N)c(-c3ccc(Cl)cc3)ccn2n1	8%	11%	-12%	-14%	36%[activator][38.3 µM]	-2%	?
52	C=CCOC(=O)C1=C(C)NC(SCC(=O)Nc2ccccc2)=C(C#N)C1c1ccco1 (stereo not given)	?	8%	17%	-18%	6%[38.3 µM]	-2%	?
53	N/C(=N\OC(=O)c1ccc([N+](=O)[O-])cc1)c1cccnc1	-8%	3%[10 µM]	12%	nt	nt	nt	-5%
